# Dynein transport: inhibitors of GR-EGFP nuclear translocation, primary screen, dynein cargo transport inhibitor project, imaging, high-content, 3617.4 mouse cells; test concentration mostly 20 µM; stimulated with dexamethasone, 1 µM; hits give low values; 220,000 tested, 0.47% active; z-score, hits read low;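 active means plate z-score of nuclear minus cytoplasmic receptor signal below a set negative limit, without overly bright fluorescence or cell loss, cut at about -3.5 in these data, passing the limit was not always enough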;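 further: z-score of nuclear minus cytoplasmic ring GR-EGFP intensity difference per well; some compounds called inactive have numbers as strong as hits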
#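 Also added – dexamethasone, 1.0 µM final · Buffer or medium – tet-free, stripped-serum medium · Schedule – induction 48 h, compound 1 h, agonist 30 min · Detection – formaldehyde fixation, Hoechst nuclear stain, 10x automated fluorescence imaging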
# SIAH1 antagonists: Siah-1 peptide-binding antagonists, primary screen, biochemical, fluorescence polarization, rhodamine-plectin, uHTS (AID 1817); E3 ubiquitin-protein ligase SIAH1 (Homo sapiens); Siah-1 / rhodamine-plectin peptide fluorescence polarization; higher % means a stronger effect; one-dose displacement, % at 20 µM; IC50 in µM for titrated hits; 290,000 tested, 0.02% active;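 active means displacement of at least 50% at 20 µM, with a fluorescence ratio check between 0.3 and a set limit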;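 further: plate controls were Siah plus tracer with DMSO for no effect and tracer alone without Siah for full effect; strong numbers were not always called active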
# AID2073: inhibitors of Mint1-CaV2.2 protein interaction, biochemical, HTRF (AID 2073) | Voltage-dependent N-type calcium channel subunit alpha-1B (Homo sapiens) | HTRF protein-protein interaction, Mint1-CaV2.2; higher % means a stronger effect | one-dose inhibition, % at 20 µM; IC50 in µM for titrated hits | 290,000 tested, 0.19% active; in the data active means inhibition mostly above about 51%, no sharp cut-off; inconclusive means no clear call, values can overlap the other calls; inactive means mostly below about 53%; further: some results filed as inactive read as strong as hits
# P. falciparum M1AAP: P. falciparum M1AAP inhibitors, biochemical, fluorogenic H-Leu-NHMec substrate, 1536-well (AID 1445) | Aminopeptidase N (Plasmodium falciparum (isolate 3D7)) | recombinant M1AAP, H-Leu-NHMec fluorogenic kinetic assay; higher % means a stronger effect | inhibition, % at 30 µM, or IC50 in µM where a hit was titrated | 220,000 tested, 0.42% active;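 active means primary inhibition above the hit cutoff, then over 50% inhibition at one or more dose response concentrations, cut at about 23% in these data, passing the limit was not always enough; inconclusive means conflicting primary data, or primary hits not chosen for dose response; inactive means low primary inhibition, or under 50% at every dose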;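 further: plate controls were DMSO full reaction for no effect and no enzyme background for full effect; strong numbers were not always called active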
# human PMI inhibitors: human PMI inhibitors, high substrate, primary screen, biochemical, fluorescence intensity, high mannose 6-phosphate (AID 1220). Mannose-6-phosphate isomerase (Homo sapiens). recombinant PMI enzyme, coupled fluorescence intensity; higher % means a stronger effect. one-dose inhibition, % at 20 µM; IC50 in µM for titrated hits. 190,000 tested, 0.66% active
# LYP phosphatase: inhibitors of LYP phosphatase, biochemical, fluorescence intensity, uHTS (AID 1779); Tyrosine-protein phosphatase non-receptor type 22 (Homo sapiens); recombinant LYP phosphatase, fluorescence intensity; higher % means a stronger effect; inhibition, % at 11.5 µM; hits with a dose series show IC50 in µM; 290,000 tested, 0.054% active;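 further: plate controls were vehicle with enzyme for no effect and no enzyme for full effect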
# M17LAP inhibition: P. falciparum M17LAP inhibitors, primary screen, biochemical, fluorogenic H-Leu-NHMec substrate, 1536-well (AID 1619) | Leucine aminopeptidase (Plasmodium falciparum (isolate 3D7)) | recombinant M17LAP, H-Leu-NHMec fluorogenic kinetic assay; higher % means a stronger effect | inhibition, % at 30 µM; hits with a dose series show IC50 in µM | 220,000 tested, 0.38% active;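 active means compound inhibiting the enzyme by more than half at any dose during confirmatory dose-response retesting; inconclusive means strong single-dose inhibitors picked by rank but not retested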;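 further: plate controls were full reaction with DMSO carrier for no effect and no enzyme background for full effect; strong numbers were not always called active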
# XIAP displacement: XIAP antagonists, biochemical, IAP family, fluorescence polarization (AID 1018); 200,000 tested, 0.007% active; E3 ubiquitin-protein ligase XIAP (Homo sapiens); XIAP BIR domain, fluorescence polarization peptide displacement; higher % means a stronger effect; one-dose displacement, % at 20 µM; IC50 in µM for titrated hits; in the data active means displacement above about 50%; further: a part of the inactive calls stands beside numbers as strong as those of hits
# human PMI inhibition: inhibitors of human PMI, primary screen, biochemical, fluorescence intensity, coupled assay (AID 1209). purified PMI enzyme, coupled fluorescence intensity; higher % means a stronger effect. Mannose-6-phosphate isomerase (Homo sapiens). 190,000 tested, 0.42% active. inhibition, % at 20 µM, or IC50 in µM where a hit was titrated;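 further: plate controls were DMSO vehicle for no effect and wells lacking substrate for full effect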
# Dynein transport cytoplasmic EGFP: also measured in Dynein transport; calls as there; z-score; measured here: cytoplasmic GR-EGFP intensity; hits give high values
# Dynein transport nuclear GR-EGFP: recorded beside Dynein transport, whose call it bears; z-score; measured here: nuclear GR-EGFP intensity;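 lower value marks the stronger effect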
# Dynein transport cell count: further read-out of Dynein transport, marked with its call; z-score; measured here: cell count per field
# The depositor's hits bear a star; u = inconclusive; x = not tested or not shown. Unless noted, no stated cut-off is given here; in the data, active means inhibition above about 50%; inactive means the rest.
SMILES,Dynein transport,Dynein transport cytoplasmic EGFP,Dynein transport nuclear GR-EGFP,Dynein transport cell count,SIAH1 antagonists,AID2073,P. falciparum M1AAP,human PMI inhibitors,LYP phosphatase,M17LAP inhibition,XIAP displacement,human PMI inhibition
Cc1ccc(N=Nc2c(C)[nH]n(-c3ccccc3)c2=O)c(C)c1,-1.3,-0.14,-0.93,1.3,3%,18%,4%,x,0%,-11%,-7.5%,x
CCOC(=O)CNC(=O)c1cn(CC(C)C)c(=O)c2cc(OC)c(OC)cc12,0.16,-0.17,0.46,0.32,-2%,4%,2%,7%,-2%,29%,-12%,8%
Cc1cc(C)n(-c2nc3c(c(=O)n(C)c(=O)n3C)n2CCO)n1,-0.56,-0.2,-0.26,0.68,-2%,1%,4%,-14%,1%,0%,-2.8%,-6%
COc1ccc(C2CC(=O)C(C=NCCO)=C(O)C2)cc1OC (stereo unspecified),-0.7,-0.28,-0.58,0.14,1%,-4%,5%,8%,-4%,1%,-0.2%,5%
c1ccc2c(c1)c1c3n2CCNC3CCC1 (stereo unspecified),1.1,-0.24,0.58,0.53,-5%,7%,6%,3%,-1%,-5%,-2.5%,9%
C(=N\c1nccs1)/c1cccnc1,-0.69,-0.21,-0.34,-0.27,29%,-4%,3%,-24%,4%,15%,-8.5%,-21%
COc1ccc(-n2c(CN3CCN(c4ccccn4)CC3)nc3ccc([N+](=O)[O-])cc3c2=O)c(OC)c1,-1.1,-0.29,-0.16,0.47,-4%,-1%,9%,25%,5%,1%,-5.9%,18%
N#Cc1c(N)nc(SCC(=O)C23CC4CC(CC(C4)C2)C3)c(C#N)c1-c1ccc(Cl)cc1,-0.65,-0.048,-0.12,0.051,-6%,u,4%,-19%,-8%,2%,-4.9%,-22%
COc1ccc(NC(=S)N2CCN(c3ncccn3)CC2)cc1,-0.72,-0.3,0.11,0.74,-4%,2%,4%,13%,-7%,-2%,-7.6%,8%
CN(Cc1cn(Cc2ccccc2)nc1-c1ccc2c(c1)OCO2)Cc1nccn1C,-0.56,-0.3,-0.46,1.1,4%,0%,0%,-8%,-10%,4%,-1.6%,-1%
Cc1c(NC(=O)C(C)Sc2ccc3ccccc3n2)c(=O)n(-c2ccccc2)n1C (stereo unspecified),0.21,-0.35,0.44,0.24,0%,9%,13%,-1%,-1%,16%,-4.9%,4%
Cc1nn2c(=O)c(NC(=O)c3ccc(Cl)cc3)cnc2s1,1.4,-0.11,1,-1.3,4%,-16%,6%,1%,-1%,-5%,-4.8%,1%
CCNc1ccc(C(=O)OCC(=O)N(Cc2ccccc2)C(C)(C)C)cc1[N+](=O)[O-],-0.21,-0.23,-0.35,0.017,-1%,1%,-3%,11%,3%,-11%,-1.1%,11%
O=C(O)c1ccc2c(c1)ncn2C1CCCCC1,1.5,-0.25,1.5,0.29,4%,6%,7%,6%,-2%,2%,-4.4%,5%
N#C/C(=C\c1ccc(Sc2ccc(Cl)cc2)o1)c1nc2ccccc2[nH]1,-2.7,2.8,-0.2,0.0079,4%,5%,4%,17%,15%,-5%,-6.3%,19%
O=C(Cc1sc(-c2ccccc2Cl)nc1-c1ccccc1)Nc1ccccc1,-0.04,-0.13,-0.13,0.11,-2%,-7%,-3%,1%,-8%,-4%,-3.5%,2%
C[C@H](NC(=O)c1ccco1)C(=O)Nc1ccc(S(=O)(=O)N2CCCC2)cc1,0.68,-0.28,0.36,0.55,5%,0%,-7%,-5%,-5%,-5%,1.1%,-1%
O=S(=O)(c1cccc2nonc12)N1CCN(c2cccc(Cl)c2)CC1,-0.3,0.1,-0.2,0.26,-4%,-1%,-5%,-5%,1%,-4%,-1.3%,6%
COc1ccc(Nc2nc(Cl)c(C=O)s2)cc1,-0.27,-0.2,-0.076,0.16,-5%,21%,14%,5%,3%,8%,-13%,5%
N/C(=N\OC(=O)C1CCCCC1)c1cccnc1,-0.34,-0.21,0.34,-0.31,5%,0%,5%,0%,-6%,0%,-3.5%,-3%
COc1cc2c(C(=O)NCCN(C)C)cn(CC(C)C)c(=O)c2cc1OC,-0.77,-0.27,-0.049,0.87,1%,9%,-4%,x,-1%,13%,x,x
CCOC(=O)c1ccc(S(=O)(=O)N2CCC(C(=O)O)CC2)cc1,-0.094,-0.25,0.063,0.95,-1%,-5%,1%,1%,-8%,-6%,-4.0%,2%
COCCn1c(SCC(=O)Nc2nc(C)c(Cl)cc2Cl)nc2ccccc21,-0.49,-0.22,-0.19,0.62,0%,1%,13%,9%,-2%,1%,-3.8%,3%
Cc1ccc(N(CC(=O)NCc2ccc3c(c2)OCO3)S(C)(=O)=O)cc1,-0.46,-0.18,-0.15,0.76,4%,0%,-2%,6%,-7%,5%,-3.2%,-3%

# Part of the list above, with bars between the fields:
Compound | Dynein transport | Dynein transport cytoplasmic EGFP | Dynein transport nuclear GR-EGFP | Dynein transport cell count | SIAH1 antagonists | AID2073 | P. falciparum M1AAP | human PMI inhibitors | LYP phosphatase | M17LAP inhibition | XIAP displacement | human PMI inhibition
C[C@H](NC(=O)c1ccco1)C(=O)Nc1ccc(S(=O)(=O)N2CCCC2)cc1 | 0.68 | -0.28 | 0.36 | 0.55 | 5% | 0% | -7% | -5% | -5% | -5% | 1.1% | -1%
O=S(=O)(c1cccc2nonc12)N1CCN(c2cccc(Cl)c2)CC1 | -0.3 | 0.1 | -0.2 | 0.26 | -4% | -1% | -5% | -5% | 1% | -4% | -1.3% | 6%
COc1ccc(Nc2nc(Cl)c(C=O)s2)cc1 | -0.27 | -0.2 | -0.076 | 0.16 | -5% | 21% | 14% | 5% | 3% | 8% | -13% | 5%
N/C(=N\OC(=O)C1CCCCC1)c1cccnc1 | -0.34 | -0.21 | 0.34 | -0.31 | 5% | 0% | 5% | 0% | -6% | 0% | -3.5% | -3%
COc1cc2c(C(=O)NCCN(C)C)cn(CC(C)C)c(=O)c2cc1OC | -0.77 | -0.27 | -0.049 | 0.87 | 1% | 9% | -4% | x | -1% | 13% | x | x
CCOC(=O)c1ccc(S(=O)(=O)N2CCC(C(=O)O)CC2)cc1 | -0.094 | -0.25 | 0.063 | 0.95 | -1% | -5% | 1% | 1% | -8% | -6% | -4.0% | 2%
COCCn1c(SCC(=O)Nc2nc(C)c(Cl)cc2Cl)nc2ccccc21 | -0.49 | -0.22 | -0.19 | 0.62 | 0% | 1% | 13% | 9% | -2% | 1% | -3.8% | 3%
Cc1ccc(N(CC(=O)NCc2ccc3c(c2)OCO3)S(C)(=O)=O)cc1 | -0.46 | -0.18 | -0.15 | 0.76 | 4% | 0% | -2% | 6% | -7% | 5% | -3.2% | -3%

# The listing continues:
SMILES,Dynein transport,Dynein transport cytoplasmic EGFP,Dynein transport nuclear GR-EGFP,Dynein transport cell count,SIAH1 antagonists,AID2073,P. falciparum M1AAP,human PMI inhibitors,LYP phosphatase,M17LAP inhibition,XIAP displacement,human PMI inhibition
Cc1ccc(NC2=NC(c3ccccc3)n3c(nc(C)cc3=O)N2)cc1 (stereo unspecified),-0.22,0.07,-0.021,0.11,1%,1%,1%,19%,3%,4%,-10%,16%
CC(C)C(C)(C#N)NC(=O)CSc1ncnc2sc(-c3ccccc3)cc12 (stereo unspecified),0.16,-3.4e-06,0.53,-1,0%,-1%,2%,8%,0%,0%,0.7%,11%
COc1ccccc1Nc1nc(N)nc(CSc2nc(C)cc(C)n2)n1,-0.19,-0.21,0.23,0.065,0%,-8%,4%,0%,-7%,4%,-1.9%,2%
Cc1csc(NC(=O)c2ccccc2C(=O)O)n1,0.98,-0.25,0.97,-1.1,0%,-4%,0%,10%,-2%,-6%,-4.8%,8%
O=C(Nc1cnccc1C(F)(F)F)NC1CCCCC1,-0.47,-0.23,-0.46,0.32,13%,21%,-4%,x,-6%,0%,x,x
COc1ccnc(Oc2cc(Cl)cc(Cl)c2)c1C#N,0.38,-0.23,0.21,0.41,10%,-8%,3%,5%,-1%,1%,-8.3%,15%
COCCn1c(SCC(=O)c2ccc(F)cc2)nnc1C(C)C,0.75,0.41,1.2,-2.5,1%,-18%,-1%,-91%,-1%,22%,-2.7%,-46%
S=C(Nc1cccc(Cl)c1)NC1CCCCC1,0.49,-0.15,-0.14,-1.1,-1%,0%,-3%,6%,-7%,7%,-3.6%,12%
Cc1cc(CSc2nc(C)cc(=O)[nH]2)c2ncccc2c1,-0.91,-0.13,-0.49,-0.63,-6%,27%,14%,-3%,-10%,25%,3.8%,-4%
N#CCCN(C(=O)Nc1ccccc1)c1ccccc1,0.46,0.12,-0.53,-0.67,-5%,-1%,11%,10%,2%,11%,-1.5%,13%
O=C(CCc1ccc(S(=O)(=O)N2CCOCC2)cc1)Nc1nc(COc2ccccc2)cs1,-0.74,-0.22,-0.069,0.52,2%,7%,4%,9%,0%,10%,-4.3%,11%
COC(=O)c1c(C(=O)OC)c(-c2cccc(C)c2)n2c1CS(=O)(=O)C2,1.1,-0.22,0.66,0.017,1%,-9%,5%,-3%,-6%,-1%,1.6%,-1%
CCOC(=O)c1ccc(CSC(=N)N)o1,0.59,-0.2,0.4,-0.18,14%,2%,0%,x,-9%,8%,x,x
CCCSc1nc(NCc2ccco2)c2c3c(sc2n1)COC(C)(C)C3,-0.79,-0.11,-1,0.57,-10%,0%,16%,9%,7%,-5%,0.2%,12%
COc1ccc(Br)c(C(=O)NCCC(C)C)c1,0.35,-0.16,0.32,0.92,6%,1%,5%,4%,0%,2%,-24%,-1%
CCCn1c(SCC(=O)N2CCCc3ccccc32)nc2c1c(=O)n(C)c(=O)n2C,-0.55,-0.26,-0.071,-0.97,-5%,-7%,x,-12%,-6%,x,-7.7%,-12%
COC(=O)C1=CN(Cc2cccs2)C=C(C(=O)OC)C1c1cccc(O)c1,-0.58,-0.34,-0.32,0.8,6%,23%,9%,7%,-18%,-33%,-2.3%,10%
O=c1[nH][nH]c(=O)n1-c1ccccc1,-0.23,-0.27,0.092,0.11,2%,1%,1%,-6%,-5%,-4%,-5.1%,0%
CCOC(=O)c1ccc(NC(=O)CC2SCCNC2=O)cc1 (stereo unspecified),-0.13,-0.13,0.33,-0.065,-3%,2%,11%,9%,-8%,23%,-4.0%,8%

# Screening data from PubChem.
